# Vif-A3F inh: qHTS for Inhibitors of Vif-A3F Interactions: qHTS. HeLa A3F-eYFP + Vif (tagged APOBEC3F with the HIV-1 protein that degrades it), YFP fluorescence increase. Potency, µM (titrated, usually from 46.1 µM), for the others: at the highest dose activity, negative = active. 0.2% of 390,000 active. AID 602313, 2012; also: % of control where 0% means no effect; nearly all actives have a fitted effect of over 65% in size
#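 HeLa cells stably expressing A3F-eYFP plus Vif, plated and incubated overnight at 37 deg C, then exposed to compounds overnight at 37 deg C. Blocked degradation read as raised yellow fluorescence (Ex 488/Em 500-530).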
# USP1 inh: Inhibitors of USP1/UAF1: Primary Screen. AID 743255, 2014. Potency, µM (highest dose often 57.1 µM), without a hit: top-dose activity change, negative = inhibition, actives largely listed as inhibitors. Ubiquitin carboxyl-terminal hydrolase 1 (Homo sapiens), O94782. recombinant USP1/UAF1, Ub-Rhodamine cleavage fluorescence. 0.23% of 390,000 active; also: % is scaled to controls: 0 for no effect and ±100 for the full control effect; nearly all actives have a fitted effect of over 60% in size; inactives centre near -12
#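 1 nM enzyme complex + cpd, 15 min RT; start with Ub-Rho 150nM final; kinetic fluorescence ex 480/em 540, 6 reads q60 s. Buffer 50mM HEPES pH 7.8, 0.5mM EDTA, 0.1 mg/ml BSA, 1mM TCEP, 0.01% Tween-20.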
# TrxR1 inh: qHTS Assay for Inhibitors of Mammalian Selenoprotein Thioredoxin Reductase 1 (TrxR1): qHTS. recombinant rTrxR1, NADPH fluorescence consumption, selenite substrate. Potency, µM (doses to about 114 µM), for the others: top-dose activity change, negative = inhibition, usual class: inhibitors. 1% of 390,000 active; also: % is scaled to controls: 0 for no effect and ±100 for the full control effect; nearly all actives have a fitted effect of over 65% in size
#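 Rat TrxR1 (90 nM in the dispensed reagent) was pre-reduced with 400 uM NADPH for 5 min at room temperature, then incubated with compound for 15 min. After 400 uM selenite was added, NADPH fluorescence (Ex 340/Em 450 nm) was followed for 8 min.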
# RGS4 inhibitor: Inhibitors of Regulator of G Protein Signaling (RGS) 4: qHTS. Transcreener GDP fluorescence polarization, RGS4-accelerated GTP hydrolysis. Regulator of G-protein signaling 4 (Homo sapiens), P49798. 0.039% of 390,000 active. Potency, µM (titrated, usually from 114 µM), without a hit: at the top dose activity change, negative = inhibition, actives largely listed as inhibitors. AID 504845, 2011; also: % is scaled to controls: 0 for no effect and ±100 for the full control effect; nearly all actives have a fitted effect of over 75% in size; some results filed as inactive show a strong effect at the top dose
# Target sequence (P49798 whole entry, looked up): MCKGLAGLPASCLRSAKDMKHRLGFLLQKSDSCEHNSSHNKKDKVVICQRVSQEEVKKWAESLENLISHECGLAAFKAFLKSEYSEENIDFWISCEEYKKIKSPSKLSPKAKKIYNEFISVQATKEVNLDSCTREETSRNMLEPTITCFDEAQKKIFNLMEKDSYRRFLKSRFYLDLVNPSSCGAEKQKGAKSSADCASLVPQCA
#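 MLSMR compounds (23 nl, pin-transferred) preincubated 10 min at room temperature with a 500nM (2x) first reagent, then RGS4 at 900nM (2x) plus Transcreener GDP mix added; fluorescence polarization (620/688 nm) read before and after 90 min at 30 °C.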
# TrxR1 substrate: qHTS Assay for Substrates of Mammalian Selenoprotein Thioredoxin Reductase 1 (TrxR1): qHTS. purified TrxR1 substrate turnover, NADPH consumption readout. Potency, µM (doses to about 114 µM), without a hit: at the highest dose activity change, negative = substrate turnover. 0.01% of 390,000 active; also: % is scaled to controls: 0 for no effect and ±100 for the full control effect; nearly all actives have a fitted effect of over 50% in size
#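 Rat TrxR1, dispensed at 90 nM, was prereduced with 400 uM NADPH (final) for 5 min at ~22 deg C, then incubated with compound 15 min before 400 uM selenite. A first-read NADPH fluorescence drop versus no-compound background flagged substrates.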
# RXFP1 agonist: qHTS Assay for Agonists of the Relaxin Receptor RXFP1; 0.3% of 370,000 active; HEK293T-RXFP1 cAMP TR-FRET, 30 min; response scale: percent of porcine relaxin response, buffer zero; AID 2676, 2010; Potency, µM (titrated, usually from 57.5 µM), without a hit: at the highest dose activation, usual class: activators; also: % is scaled to controls: 0 for no effect and ±100 for the full control effect; nearly all actives have a fitted effect of over 60% in size; many of its hits are not listed in these tables
# Target sequence (Q9HBX9 whole entry, looked up): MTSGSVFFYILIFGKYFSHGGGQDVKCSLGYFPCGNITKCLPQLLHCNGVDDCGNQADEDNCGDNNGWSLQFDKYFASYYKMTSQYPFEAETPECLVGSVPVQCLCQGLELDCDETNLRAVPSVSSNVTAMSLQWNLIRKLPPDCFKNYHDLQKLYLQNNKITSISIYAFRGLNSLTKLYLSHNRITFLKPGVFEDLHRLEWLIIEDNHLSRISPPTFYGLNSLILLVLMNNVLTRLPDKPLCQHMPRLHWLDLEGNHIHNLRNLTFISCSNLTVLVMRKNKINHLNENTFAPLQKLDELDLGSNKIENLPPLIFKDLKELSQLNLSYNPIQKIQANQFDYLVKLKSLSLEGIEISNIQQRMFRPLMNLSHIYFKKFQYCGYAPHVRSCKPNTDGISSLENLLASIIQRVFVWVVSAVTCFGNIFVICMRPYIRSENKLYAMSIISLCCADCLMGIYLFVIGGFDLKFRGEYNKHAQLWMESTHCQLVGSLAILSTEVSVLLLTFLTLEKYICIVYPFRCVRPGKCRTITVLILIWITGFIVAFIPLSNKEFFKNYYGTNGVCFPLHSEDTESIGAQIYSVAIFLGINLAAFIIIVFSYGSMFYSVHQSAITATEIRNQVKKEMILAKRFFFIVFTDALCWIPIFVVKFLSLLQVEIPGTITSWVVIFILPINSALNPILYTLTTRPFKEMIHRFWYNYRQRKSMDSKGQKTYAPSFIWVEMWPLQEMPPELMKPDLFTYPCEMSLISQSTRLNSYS
#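 HEK293T cells stably expressing RXFP1 were pretreated with the PDE4 inhibitor Ro 20174, exposed to compounds for 30 min at 37C, lysed, and cAMP was read by TR-FRET. Data normalized to buffer (basal) and 29 nM porcine relaxin (100%).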
# Vif-A3G inh: qHTS for Inhibitors of Vif-A3G Interactions: qHTS; DNA dC->dU-editing enzyme APOBEC-3G (Homo sapiens), Q9HC16; AID 602310, 2012; Potency, µM (titrated, usually from 46.1 µM), for inactives: top-dose activity, negative = active, actives largely listed as inhibitors; HeLa A3G-eYFP + Vif (tagged APOBEC3G with the HIV-1 protein that degrades it), YFP fluorescence, overnight; 0.076% of 410,000 active;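 also: % is scaled to controls: 0 for no effect and ±100 for the full control effect; nearly all actives have a fitted effect of over 60% in size; hits raise eYFP signal because A3G escapes Vif-driven loss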
#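 Read-out is eYFP fluorescence (Ex 488/Em 500-530) from Vif-expressing HeLa A3G-eYFP cells; more signal means A3G escaped Vif-mediated degradation. Cells plated overnight, compound pinned in, incubated overnight at 37 deg C.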
# 12-LOX inh: Primary qHTS assay for inhibitors of human arachidonate 12S-lipoxygenase (ALOX12): Round 2 | Polyunsaturated fatty acid lipoxygenase ALOX12 (Homo sapiens), P18054 | purified 12hLO, xylenol orange hydroperoxide absorbance | Potency, µM (doses to about 108 µM), without a hit: top-dose activity change, negative = inhibition, actives largely listed as inhibitors | 1.1% of 580,000 active | AID 1671190, 2021; also: % is scaled to controls: 0 for no effect and ±100 for the full control effect
#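 Hydroperoxide product was detected by ferrous iron/xylenol orange as the 573 to 405 nm absorbance ratio. Arachidonic acid at 40 uM (final) was turned over for 30 min at room temperature by 150 nM human 12hLO, pH 7.0 Hepes buffer, after 15 min compound preincubation.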
# mIDH1 inhibitor: qHTS for Inhibitors of mutant isocitrate dehydrogenase 1 (IDH1): qHTS; Isocitrate dehydrogenase [NADP] cytoplasmic (Homo sapiens), O75874; IDH1-R132H enzyme, NADPH consumption, diaphorase/resazurin fluorescence; Potency, µM (titrated, usually from 76.6 µM), without a hit: at the highest dose activity change, negative = inhibition, actives largely listed as inhibitors; 0.093% of 390,000 active; also: % is scaled to controls: 0 for no effect and ±100 for the full control effect; nearly all actives have a fitted effect of over 65% in size
#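 IDH1-R132H (0.5 ug/mL) preincubated 30 min with compound, then NADPH (0.016 mM) and alpha-KG (2 mM) added; 80 min at RT, pH 7.5. Remaining NADPH coupled via diaphorase/resazurin to fluorescence (540/590 nm); concentration-response curves normalized to no-enzyme control.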
# Numbers without * were called inactive; i = inactive; u = inconclusive; x = no result given; & = joins results of further samples; [ ] = remark or other dose. Calls follow the shape of the dose curve; as a rule, active = well fitted curve in the direction sought with a large enough effect; inconclusive = small, poorly fitted or top-dose-only effect, or another doubt; inactive = no such curve, though single readings can be large; an effect the other way counts as inactive or inconclusive. Potency is read from the fitted curve at half-maximal effect.
# The first 3 records (preview)
SMILES,Vif-A3F inh,USP1 inh,TrxR1 inh,RGS4 inhibitor,TrxR1 substrate,RXFP1 agonist,Vif-A3G inh,12-LOX inh,mIDH1 inhibitor
COc1cc(C(=S)N2CCOCC2)ccc1OC(=O)c1ccc(Br)cc1,5%,-14%,27%,-9%,11%,5.8%,-1%,0%,-1%
COc1ccccc1CCNC(=O)c1ccc2c(c1)c(C)c(C)n2C,-9%,-28%,18%[57.1 µM],-23%,9%[57.1 µM],-0.4%,3%,u,-1%
C/C=C/c1ccc(OCC(=O)OCC(=O)Nc2c(C)nn(-c3ccccc3)c2C)c(OC)c1,-3%,-15%,-12%,0%,-12%,0.1%,1%,-15%,4%

# The listing, previewed entries included:
SMILES,Vif-A3F inh,USP1 inh,TrxR1 inh,RGS4 inhibitor,TrxR1 substrate,RXFP1 agonist,Vif-A3G inh,12-LOX inh,mIDH1 inhibitor
COc1cc(C(=S)N2CCOCC2)ccc1OC(=O)c1ccc(Br)cc1,5%,-14%,27%,-9%,11%,5.8%,-1%,0%,-1%
COc1ccccc1CCNC(=O)c1ccc2c(c1)c(C)c(C)n2C,-9%,-28%,18%[57.1 µM],-23%,9%[57.1 µM],-0.4%,3%,u,-1%
C/C=C/c1ccc(OCC(=O)OCC(=O)Nc2c(C)nn(-c3ccccc3)c2C)c(OC)c1,-3%,-15%,-12%,0%,-12%,0.1%,1%,-15%,4%
CNC(=O)c1cc(S(=O)(=O)Nc2ccc3c(c2)OCO3)ccc1C,2%,3%,-1%,3%,1%,2.7%,-3%,0%,5%
CC(=O)Nc1ccc(NC(=O)C(C)OC(=O)c2ccccc2Sc2ccccc2C#N)cc1 (stereo not drawn),-19%,-18%,2%[57.1 µM],-49%,-24%[57.1 µM],1.6%,-16%,1%,8%
Nc1ccnn1Cc1cccs1,9%,-10%,8%,-3%,-8%,-0.2%,2%,-9%,-1%
CCn1cc(C2=NCCO2)c2ccccc21,4%,-20%,-5%[57.1 µM],7%,2%[57.1 µM],1.4%,1%,14%,-6%
CCCCN(C)CCCN1C(=O)C2C(C(=O)Nc3cccc(OC)c3)C3C=CC2(O3)C1C(=O)NC1CCCCC1C (stereo not drawn),4%,-17%,26%[57.1 µM],5%,8%[57.1 µM],-0.7%,-1%,u,-3%
NC(=O)c1ccc(NC(=O)COC(=O)/C=C/c2ccc3c(c2)OCO3)cc1,2%,-24%,14%,8%[11.4 µM],7%,5.4%,0%,-26%,-4%
COc1ccc(NC(=O)CCCNC(=O)c2ccc(Cl)cc2)cc1S(=O)(=O)N1CCOCC1,-4%,-7%,10%,1%,3%,x,-5%,10%,19%
Cc1ccc(C)c(NC(=O)CSc2nc(-c3ccccc3)c(C#N)c(=O)[nH]2)c1,1%,-12%,-14%,7%,-12%,-3.3%,5%,-20%,2%
c1ccc(-c2nnc(SCc3nnc(-c4cccs4)o3)o2)cc1,-16%,-7%,41%[activator][57.1 µM],-21%,20%[57.1 µM],0.6%,-11%,1%,4%
C=CCn1c(Cc2c[nH]c3ccccc23)nnc1SCC(=O)NCc1ccccc1,-6%,-6%,0%,3%,-5%,-0.1%,0%,x,-1%
O=C(NCc1cccc(F)c1)c1ccc(-n2cnc3cccnc32)cc1,0%,u,6%,11%,-3%,0.7%,2%,-9%,5%
COC(CNC(=O)C(=O)Nc1ccc2c(c1)N(S(=O)(=O)c1cccs1)CCC2)OC,1%,-11%,-6%,17%,-3%,-0.1%,-26%,26%,9%
O=C(C1CCN(c2nc(-c3ccccc3)nc3c2CCC3)CC1)N1CCCC1,1%,u,20%,4%,-1%,x,-8%,i,-5%
COc1cc2ncnc(NCc3cccs3)c2cc1OC,-15%,-26%,7%,6%,0%,0.8%,2%,18%,-2%
O=C(O)CCn1cc(/C=C/C(=O)c2ccc(Cl)cc2)c(-c2cccc(Br)c2)n1,-23%,u,u,u,0%,-1.0%,u,0%,-8%
CCCCOCCCNC(=O)c1ccc(OC)cc1,2%,-12%,13%[57.1 µM],-19%,6%[57.1 µM],0.9%,1%,0%,-5%
Cc1ccc(-c2nnc(SCC(=O)Nc3ccccc3N3CCOCC3)o2)cc1,-3%,-6%,-21%,10%,-14%,1.6%,-7%,-12%,-8%
CCC(CC)NC(=O)c1ccc(NS(=O)(=O)c2ccc3[nH]c(=O)[nH]c3c2)cc1,0%,-25%,18%,-3%,3%,5.1%,-3%,x,-4%
CC(C)c1ccc(S(=O)(=O)c2nnn3c2nc(N2CCOCC2)c2sccc23)cc1,-2%,0%,37%[activator],-22%,23%,21%,2%,4%&-9%,0%
COc1ccccc1CC(=O)N1CCN(S(=O)(=O)c2ccccc2F)CC1,1%,-23%,1%,5%,-10%,x,-6%,5%,-3%
Cc1oc(-c2ccccc2)nc1CSc1nnc(C)n2c1cc1sccc12,6%,-11%,16%,-2%,-3%,30%,3%,0%,-3%
COCCNC(=O)CCn1nc(-c2ccc(C)cc2)ccc1=O,-21%,-21%,15%,-2%[56.9 µM],9%,-0.7%,0%,13%,-7%
NC(=O)CSc1nnc(NC(=O)C2CC(=O)N(c3ccc(F)cc3)C2)s1 (stereo not drawn),4%,-11%,-18%,-28%,-5%,-3.1%,1%,u,2%
OCCN(Cc1ccccc1)Cc1ncccc1O,0%,-3%,-2%,-9%,-4%,x,1%,-13%,-6%
Cc1nc2ccc(NC(=O)c3ccc([N+](=O)[O-])cc3[N+](=O)[O-])cc2s1,-1%,-15%,10%[57.1 µM],0%,8%[57.1 µM],0.5%,-14%,-12%,8%
Fc1ccc(-n2cc(CNCCc3ccccn3)c(-c3ccccc3Cl)n2)cc1,2%,-8%,-19%[57.1 µM],-4%,6%[57.1 µM],-0.6%,0%,1%,7%
CCCc1nnc(NC(=O)NCCN2C(=O)C3C4C=CC(C4)C3C2=O)s1 (stereo not drawn),-1%,-24%,13%,-2%,4%,3.6%,0%,-9%,13%
CCOC(=O)c1ccc(NC(=O)CSc2nc(C)c(Cc3ccccc3)c(=O)[nH]2)cc1,x,u,-10%,4%,-6%,1.2%,x,-20%,x
O=C(NC1CCCCC1)C(c1cccs1)N(Cc1cccs1)C(=O)c1cccs1 (stereo not drawn),-4%,-25%,-7%,-18%,-3%,1.1%,2%,32%[activator],-15%
CCOC(=O)C[n+]1c(C)ccc2c1CCC2,-8%,-17%,8%,-23%,-5%,0.4%,-1%,-16%,2%
CCn1nc(NC(=O)c2ccccc2)c2cc3cccc(C)c3nc21,0%,-13%,14%[57.1 µM],-17%,37%,1.9%,-15%,u,0%
Cc1cccc(C)c1NC(=O)CCc1nnc2ccc(N3CCCC3)nn12,-13%,-28%,-4%,-12%,-5%,8.8%,0%,6%,4%
CCCCc1ccc(NC(=S)NCc2ccccc2OC)cc1,7%,-10%,5%[57.1 µM],16%,1%[57.1 µM],4.1%,3%,-4%,9%
Cc1ccc(NC(=O)CS(=O)Cc2nc(-c3ccc(C)cc3)oc2C)cc1 (stereo not drawn),-3%,-11%,1%[57.1 µM],u,1%[57.1 µM],3.3%,-4%,-18%,15%
COc1ccccc1OCCC(=O)Nc1cccc(S(=O)(=O)N2CCOCC2)c1,0%,-21%,27%,4%,5%,2.6%,1%,-7%,2%
Cn1c(/C=C/c2ccccc2[N+](=O)[O-])nc2ccccc2c1=O,u,-3%,35%,24%,5%,3.1%,2%,4%,15%
O=c1[nH]c(Sc2ccc([N+](=O)[O-])cc2[N+](=O)[O-])nc2ccccc12,-3%,-9%,3.2µM*,-11%,-5%,x,-19%,u,0%
CC(C)c1ccc(CCNC(=O)c2ccc([N+](=O)[O-])cc2)cc1,5%,-19%,14%,-1%,5%,-0.2%,0%,0%,2%
O=C(Cn1c(-c2ccc(Cl)cc2)noc1=O)N1CCN(c2ccccc2F)CC1,-3%,-15%,-4%,1%,-5%,0.4%,0%,0%,3%
O=C(/C=C1\SC(=O)NC1=O)Nc1ccc(F)cc1,-3%,-16%,7%[57.1 µM],-10%,-6%,1.8%,u,-1%,6%
CCC1COC(c2cccn2Cc2ccc(Cl)cc2)=N1 (stereo not drawn),1%,u,16%[57.1 µM],3%,8%[57.1 µM],1.7%,-3%,0%,6%
O=C(CCCN1C(=O)/C(=C/c2cccc(Br)c2)SC1=S)Nc1cccnc1,12%,-27%,2%[57.1 µM],-46%,-1%[57.1 µM],0.1%,3%,0%,-5%

# The list is partial (hit frequency here may not be typical).
